# S100A4 MyoIIA: inhibitors of human S100A4 binding to myosin IIA peptide; P26447; S100A4/TAMRA-MyoIIA peptide fluorescence polarization; inhibition, % at 10.7 µM; actives 0.14% (n = 360,000);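 active means mean inhibition of at least 70% across replicates, with every replicate also reaching that level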
# Target sequence (P26447 whole entry, looked up): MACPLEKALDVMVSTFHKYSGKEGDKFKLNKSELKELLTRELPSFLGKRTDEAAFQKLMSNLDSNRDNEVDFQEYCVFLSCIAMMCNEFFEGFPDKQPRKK
#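 Material: human S100A4 monomer with TAMRA-labelled myosin IIA peptide; buffer or medium: HEPES pH 7.2 with CaCl2, KCl, NaCl, DTT, Triton; compound dosing: one concentration per compound; schedule: 5 min incubation before reading; benchmarks: neutral control DMSO, positive control TFP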
# Statin myotox sup: protects C2C12 myotubes from simvastatin toxicity. ATP luminescence, 48 h; scaled: DMSO 0, geranylgeraniol control 100. rescue of ATP level, % at 7.49 µM. actives 0.78% (n = 330,000);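 active means mean ATP rescue above about 67%, or every replicate alone reaching that limit, limit read from the data, passing the limit was not always enough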;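 further: myotubes were challenged with 10 µM simvastatin during compound exposure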
# E-sel inducer: E-selectin induction on HUVECs. P16581. HUVEC E-selectin immunofluorescence imaging; normalized: neutral wells 0, TNF-alpha wells 100. activation, % at 7.58 µM. actives 0.37% (n = 260,000). AID 686992;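 active means mean E-selectin-positive cell signal at least 10% of the positive control, reached in at least 60% of replicates, without over 20% cell loss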;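 further: in these data hits start at about 27%; measured in HUVEC primary endothelial cells; signal is the percent of cells scored E-selectin positive by PE staining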
#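 Test system: HUVEC; input: 3,000 HUVEC/well; measured by: immunofluorescence imaging; read-out: % PE-positive cells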
# PglD inh: inhibitors of Campylobacter jejuni PglD acetyltransferase | purified PglD enzyme, DTNB colorimetric CoA detection | inhibition, % at 12.5 µM | actives 0.098% (n = 360,000); in the data active means inhibition above about 16%, passing the limit was not always enough; further: strong numbers were not always called active
# ERp5 block: inhibitors of human ERp5 | ERp5 insulin aggregation, absorbance 650 nm, 90 min | inhibition, % at 9.99 µM | actives 0.05% (n = 350,000);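 active means mean replicate inhibition above about 25%, with every replicate also reaching it, limit read from the data, passing the limit was not always enough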
# Target sequence (Q15084 whole entry, looked up): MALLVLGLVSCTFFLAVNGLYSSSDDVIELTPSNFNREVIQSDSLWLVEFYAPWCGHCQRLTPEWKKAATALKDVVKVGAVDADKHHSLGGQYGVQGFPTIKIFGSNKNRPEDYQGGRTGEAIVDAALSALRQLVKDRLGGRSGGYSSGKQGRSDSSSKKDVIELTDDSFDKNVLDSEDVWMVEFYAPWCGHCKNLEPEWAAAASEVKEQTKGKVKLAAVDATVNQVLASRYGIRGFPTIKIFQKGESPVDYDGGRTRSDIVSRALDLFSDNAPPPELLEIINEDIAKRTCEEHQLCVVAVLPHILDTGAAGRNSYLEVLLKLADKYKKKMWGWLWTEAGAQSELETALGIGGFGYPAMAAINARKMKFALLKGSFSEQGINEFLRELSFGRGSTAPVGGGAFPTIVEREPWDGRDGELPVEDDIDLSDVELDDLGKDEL
# DENV2 CPE: protects cells from dengue virus 2 cytopathic effect. DENV2-infected cells, cytopathic effect rescue, plate reader. CPE inhibition, % at 9.99 µM. actives 1.7% (n = 350,000). AID 651640; in the data active means CPE inhibition above about 20%, passing the limit was not always enough; tested in BHK-21 cells;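 further: 0% = median of neutral control wells and 100% = median of positive control wells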
# SIRT5 block: blocks human SIRT5 desuccinylation of peptide. inhibition, % at 15 µM. actives 1.1% (n = 330,000). Purified SirT5, succinyl-peptide AMC, trypsin-coupled fluorescence. AID 652115. Q9NXA8; in the data active means inhibition above about 15%
# Target sequence (Q9NXA8 whole entry, looked up): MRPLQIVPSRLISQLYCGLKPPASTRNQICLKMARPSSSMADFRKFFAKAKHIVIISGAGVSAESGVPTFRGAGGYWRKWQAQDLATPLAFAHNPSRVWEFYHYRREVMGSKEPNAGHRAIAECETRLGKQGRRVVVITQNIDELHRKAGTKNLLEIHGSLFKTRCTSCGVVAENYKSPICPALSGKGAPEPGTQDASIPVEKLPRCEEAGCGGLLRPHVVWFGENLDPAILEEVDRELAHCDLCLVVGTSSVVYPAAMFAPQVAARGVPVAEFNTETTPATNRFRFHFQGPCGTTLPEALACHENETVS
# The depositor's hits bear a star; . = no result given; & = joins results of further samples.
molecule | S100A4 MyoIIA | Statin myotox sup | E-sel inducer | PglD inh | ERp5 block | DENV2 CPE | SIRT5 block
CCOC(=O)C1CCCN(CCCc2ccccc2)C1 (configuration not stated) | -4&-2 | 7&-38 | . | -4&-7 | -6&-3 | -1 | -2&0
CC(C)CCn1c(N2CCC(C(N)=O)CC2)nc2c1c(=O)[nH]c(=O)n2C | -3 | 9 | . | 4 | 3 | . | -2
O=C(CCCCCCC(=O)c1ccccc1)c1ccccc1 | -3 | . | . | . | 2 | -1 | -1
CCCN1[C@@H]2c3ccc(C4=CCCC4)c(=O)n3C[C@@H]2[C@@H](CO)[C@@H]1C(=O)NCc1ccccn1 | 27 | 11 | -0.4 | 2 | 1 | -4 | -1
O=C(CCc1nc2ccccc2c(=O)[nH]1)NNC(=O)COc1ccccc1Cl | -1 | 1 | . | -2 | 15 | -6 | -5
CCOc1ccccc1Nc1nc2ccc(C)cc2n2cnnc12 | -4 | -14 | 0.5 | -3 | 7 | -1 | -4
COc1ccccc1CNC(=O)c1ccc2ccccc2n1 | 0 | 29 | 0.0 | -2 | 0 | -2 | -2
C[C@@H]1COc2cc(N3CCC[C@@H]3CO)ccc2S(=O)(=O)N1 | 14 | . | -0.1 | . | 3 | 1 | 0
Cc1cccc[n+]1CC(=O)c1ccccc1 | -2 | 0 | . | 2 | 3 | -3 | -2
Cc1ccc(S(=O)(=O)N2C[C@H]3C(=O)C[C@@H](c4cccc5ccccc45)N(S(=O)(=O)c4ccc(C)cc4)[C@H]3C[C@H]2c2ccc(Cl)cc2)cc1 | -2 | 18 | -6.6 | -1 | -4 | 3 | -1
COc1cc2c(cc1OC)C(C)N(C(=O)c1cc(Cl)nc(Cl)c1)CC2 (configuration not stated) | 2 | -13 | 0.0 | 5 | 3 | 8 | -2
C[C@H]1CN([C@@H](C)CO)C(=O)c2cc(NC(=O)Cn3cnnn3)ccc2O[C@H]1CN(C)C | 16 | -3 | . | -1 | -7 | -5 | -4
Cc1cccc(C(=O)NNC(=O)CSc2nnc(C3CC3)n2C)c1 | -3 | 1 | . | . | -3 | -2 | -4
COc1ccc2c3c([nH]c2c1)[C@H](CO)N(Cc1cccc(F)c1)CC31CCN(C(C)=O)CC1 | 0 | . | -0.1 | . | -4 | 7 | -1
Cc1ccc(-c2nc(CS(=O)CC(=O)NC(C)CCc3ccccc3)c(C)o2)cc1 (configuration not stated) | -2 | 23 | . | 4 | 3 | -2 | -2
COc1ccc(NC(=O)Cc2ccc(-c3ccccc3)cc2)cn1 | -5 | . | . | . | 2 | 2 | -4
C[C@@H]1CN([C@H](C)CO)C(=O)c2cc(C3=CCCCC3)cnc2O[C@@H]1CN(C)C(=O)Cc1ccccc1 | 5 | -21 | 0.3 | 1 | -3 | 12 | 3
O=S(=O)(N[C@H]1CC[C@@H](CCn2cc(C3CC3)nn2)O[C@H]1CO)c1ccc(F)cc1 | -3 | 8 | -0.5 | -3 | 2 | -5 | 1
Cn1ncc2c(NCc3ccccc3)ncnc21 | 1 | 15 | . | -2 | 0 | 7 | 1
Cc1ccc(S(=O)(=O)Nc2cccc3c2O[C@H](CN(C)Cc2ccc(C(=O)Nc4ccccc4N)cc2)[C@@H](C)CN([C@H](C)CO)C3=O)cc1 | 0 | . | 0.0 | . | 0 | -7 | -8
Cc1cc(-c2nn(-c3ccccc3F)cc2CN2CCN(c3ccccn3)CC2)c(C)s1 | -7 | -5 | 0.5 | 8 | 2 | -1 | -5
CCc1nc2ccc(C)cc2c(C(=O)Oc2cccc3cccnc23)c1C | -4 | -13 | . | -2 | -3 | . | 0
CSc1ncccc1C(=O)OCC(=O)Nc1ccc(N2CCOCC2)cc1 | -1 | 5 | -0.1 | 4 | 6 | -3 | -1
O=C(COc1ccc(S(=O)(=O)N2CCOCC2)cc1Cl)NCC1CCCO1 (configuration not stated) | -2 | 0 | . | 5 | 0 | 5 | 1
COCC(=O)N(C)C[C@@H]1Oc2cc(-c3ccncc3)ccc2S(=O)(=O)N([C@@H](C)CO)C[C@@H]1C | -5 | -2 | -0.2 | 0 | -3 | -4 | 0
CSc1ccc(CN2C(=O)C(C)Oc3c(C(C)=O)cccc32)cc1 (configuration not stated) | -4 | 8 | 0.3 | 5 | 1 | -9 | .
O=C(C(=O)N1CCc2ccccc2C1)c1cn(CC(=O)N2CCCCC2)c2ccccc12 | -1 | . | -1.0 | 5 | 0 | -4 | -1
O=C1NC[C@H](CCCCN2CCN(CC3CCCCC3)C(=O)C2=O)N(CCc2ccccc2)C1=O | 2 | . | -0.4 | . | -5 | -1 | .
C[C@@H]1CN([C@H](C)CO)C(=O)c2cccc(NC(=O)Nc3ccccc3)c2O[C@@H]1CN(C)C(=O)Nc1ccc(F)cc1 | -7 | -15 | -0.3 | -3 | 1 | 4 | 1
COc1ccc(S(=O)(=O)N(C)C[C@H]2Oc3c(NS(=O)(=O)c4ccc(C)cc4)cccc3C(=O)N([C@H](C)CO)C[C@H]2C)cc1 | -13 | . | -0.1 | . | 9 | -3 | 4
COc1cc2c(cc1OC)[C@H](C)N(C(=S)Nc1ccc(F)cc1)CC2 | -2 | . | 0.0 | 9 | 2 | -2 | -7
O=C(C[C@@H]1C[C@H]2c3cc(NC(=O)NC4CCCC4)ccc3O[C@H]2[C@@H](CO)O1)NCc1ccccc1 | -9 | 6 | 0.0 | -2 | 0 | -4 | -3
C=CC[C@H](CC(=O)N(CCO)Cc1ccccc1)C(=O)NC[C@@H](OC(=O)[C@@H](CC=C)Cc1ccc(F)cc1)c1ccccc1 | -3 | 2 | 0.9 | 4 | -1 | -21 | -6
CCOC(=O)c1cc(/C(C)=N/OC(=O)c2ccc(C(C)(C)C)cc2)on1 | 1 | . | . | . | 2 | -1 | -3
Cc1ccc(S(=O)(=O)N(C)C[C@@H]2Oc3ncc(-c4cccc(F)c4)cc3C(=O)N([C@H](C)CO)C[C@@H]2C)cc1 | 14 | 22 | -0.1 | -13 | -7 | -11 | 5
NS(=O)(=O)c1ccc(NC(=S)NC(=O)/C=C/c2cccs2)cc1 | 6 | . | 0.1 | . | -4 | -4 | -1
CCC(=O)N(C)C[C@H]1Oc2ncc(-c3ccc(F)cc3)cc2C(=O)N([C@H](C)CO)C[C@@H]1C | 11 | 6 | 0.1 | 39 | 7 | 6 | 0
CC1(c2nnc(-c3cccc(Cl)c3)o2)CC(c2c(Cl)cccc2Cl)=NO1 (configuration not stated) | . | 3 | 0.0 | 5 | . | . | .
CN(C)C(=O)[C@@H]1[C@@H](CO)[C@@H]2Cn3c(ccc(-c4ccccc4)c3=O)[C@H]1N2Cc1ccccn1 | . | -3 | -0.2 | 4 | . | . | .
OC(c1ccccc1)(c1ccccc1)C1CCN(C(=S)NC2CCCC2)CC1 | -4 | . | 2.5 | . | -4 | 6 | 0
Cn1cccc1/C=N/NC(N)=S | -4 | -16 | 0.0 | 0 | 3 | -2 | -3
CCCCN(Cc1nc2ccccc2c(=O)[nH]1)C(=O)CN1C(=O)NC2(CCCCC2)C1=O | 8 | 21 | 7.1 | 0 | -4 | -1 | -5
O=C(Nc1ccccn1)NC1CCS(=O)(=O)C1 (configuration not stated) | 1 | -4 | . | 4 | 3 | . | 3
COc1ccc(N2CCN(C(=O)C3CCN(S(=O)(=O)c4ccc(F)cc4)CC3)CC2)cc1 | 8 | . | . | . | 6 | -3 | 1
Cc1cccc(NC(=O)CSc2nc3c(oc4ccccc43)c(=O)n2-c2ccccc2)c1 | 2 | . | 1.0 | . | -4 | -3 | 4
COc1ccc(S(=O)(=O)N[C@@H]2CC[C@@H](CC(=O)N3CCN(c4ccccc4)CC3)O[C@@H]2CO)cc1 | -5 | -2 | 0.2 | 1 | -1 | -2 | 2
CCOC(=O)C1=C(C)NC(C)=C(C(=O)OCC)C1c1cccc(C)n1 | -5 | . | . | . | 1 | -3 | -2
COC(=O)c1ccc(-n2c(C)cc(C(=O)CCl)c2C)cc1 | 2 | 18 | 1.8 | -2 | 2 | -4 | -1

# 4 compounds from above, ordered by length of the SMILES, largest number first:
molecule | S100A4 MyoIIA | Statin myotox sup | E-sel inducer | PglD inh | ERp5 block | DENV2 CPE | SIRT5 block
CN(C)C(=O)[C@@H]1[C@@H](CO)[C@@H]2Cn3c(ccc(-c4ccccc4)c3=O)[C@H]1N2Cc1ccccn1 | . | -3 | -0.2 | 4 | . | . | .
C[C@@H]1CN([C@H](C)CO)C(=O)c2cc(C3=CCCCC3)cnc2O[C@@H]1CN(C)C(=O)Cc1ccccc1 | 5 | -21 | 0.3 | 1 | -3 | 12 | 3
C[C@H]1CN([C@@H](C)CO)C(=O)c2cc(NC(=O)Cn3cnnn3)ccc2O[C@H]1CN(C)C | 16 | -3 | . | -1 | -7 | -5 | -4
Cc1cccc(C(=O)NNC(=O)CSc2nnc(C3CC3)n2C)c1 | -3 | 1 | . | . | -3 | -2 | -4

# Individual results from the entries so far:
# Cn1ncc2c(NCc3ccccc3)ncnc21 | DENV2 CPE = 7
# CSc1ncccc1C(=O)OCC(=O)Nc1ccc(N2CCOCC2)cc1 | PglD inh = 4
# O=C(COc1ccc(S(=O)(=O)N2CCOCC2)cc1Cl)NCC1CCCO1 (configuration not stated) | SIRT5 block = 1
# COC(=O)c1ccc(-n2c(C)cc(C(=O)CCl)c2C)cc1 | S100A4 MyoIIA = 2

# Returning to the listing, repeating the 4 entries before the break.
molecule | S100A4 MyoIIA | Statin myotox sup | E-sel inducer | PglD inh | ERp5 block | DENV2 CPE | SIRT5 block
Cc1cccc(NC(=O)CSc2nc3c(oc4ccccc43)c(=O)n2-c2ccccc2)c1 | 2 | . | 1.0 | . | -4 | -3 | 4
COc1ccc(S(=O)(=O)N[C@@H]2CC[C@@H](CC(=O)N3CCN(c4ccccc4)CC3)O[C@@H]2CO)cc1 | -5 | -2 | 0.2 | 1 | -1 | -2 | 2
CCOC(=O)C1=C(C)NC(C)=C(C(=O)OCC)C1c1cccc(C)n1 | -5 | . | . | . | 1 | -3 | -2
COC(=O)c1ccc(-n2c(C)cc(C(=O)CCl)c2C)cc1 | 2 | 18 | 1.8 | -2 | 2 | -4 | -1
Cn1c(=O)c2cc(NC(=S)NC3CC3)ccc2n1Cc1ccc(F)cc1 | 3 | -2 | -0.1 | 6 | 6 | -10 | -9
CC(C)CCN(C(=O)C1=COCCO1)c1c(N)n(Cc2ccccc2)c(=O)[nH]c1=O | -1 | -1 | -0.1 | 2 | -9 | . | -2
CCN(C[C@H]1[C@@H](c2ccccc2)[C@H](CO)N1CC1CC1)C(=O)c1ccccn1 | 43 | -2 | 0.0 | 0 | 1 | 25* | 0
Cc1cccc(/C=N/NC(=O)NC2CCCCC2)c1 | -2 | -9 | . | . | 0 | 4 | 2
CCOc1ccc(NC(=O)N[C@@H](CCSC)C(=O)OC)cc1 | -1 | -27 | . | -4 | 2 | 3 | -2
CCN(CC)c1ncnc2c1ncn2[C@H]1CN(CCOC)C[C@@H](CO)O1 | -4 | -1 | . | -6 | 5 | 3 | .
O=C(O)c1ccc(O)c2ncccc12 | 1 | 13 | -1.2 | -1 | 6 | 0 | -3

# Screening data deposited in PubChem BioAssay by Broad Institute.

# This is a subset; the hit share may differ from the screen's.
